TDP-43 yeast inh: qHTS of TDP-43 Inhibitors. TDP-43 expressing yeast growth rescue, BacTiter-Glo, 24 h. Potency, µM (titrated, usually from 46.1 µM), for inactives: top-dose growth rescue (activation), most hits filed as activators. 410,000 tested, 1.8% active. AID 652104, 2013; note: potency is the fitted concentration of half-maximal effect; % of control where 0% means no effect; nearly all actives have a fitted effect of over 50% in size
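Galactose-induced TDP-43 yeast, OD600=0.02, compound pinned; 24 hr, 30 deg C; BacTiter-Glo luminescence for growth. Inhibitors of TDP-43 toxicity read as activators.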
Abeta rescue: qHTS for compounds that reverse cellular toxicity of Amyloid beta (A-beta) peptide in yeast: Primary Screen; 410,000 tested, 0.063% active; Potency, µM (top dose mostly 46.1 µM), inactives show at the top dose growth rescue, usual class: activators; yeast expressing A-beta42, growth rescue, OD600, 48 h; response scale: 0% DMSO, 100% iron-clioquinol control; AID 1347071, 2019; note: potency is the fitted concentration of half-maximal effect; nearly all actives have a fitted effect of over 55% in size
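Yeast growth medium received pinned compounds, then yeast cells expressing toxic A-beta were added; plates incubated at 30 C for 48 hr. Growth read as absorbance at 600 nm, normalized to DMSO and equimolar FeCl3 plus clioquinol controls.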
D3 antag: qHTS of D3 Dopamine Receptor Antagonist: qHTS. 360,000 tested, 2.5% active. D3R cells, DiscoveRx beta-arrestin luminescence, antagonist mode; hits give low values. AID 652054, 2013. D(3) dopamine receptor (Homo sapiens), P35462. max response, negative = inhibition, %; in the data active = max response below about -50%; inconclusive = no clear call, values can overlap the other calls; note: % is set by controls: 0 for no effect and ±100 for the full control effect; mostly tested at two doses, the higher about 12 µM
Target sequence (P35462 whole entry, looked up): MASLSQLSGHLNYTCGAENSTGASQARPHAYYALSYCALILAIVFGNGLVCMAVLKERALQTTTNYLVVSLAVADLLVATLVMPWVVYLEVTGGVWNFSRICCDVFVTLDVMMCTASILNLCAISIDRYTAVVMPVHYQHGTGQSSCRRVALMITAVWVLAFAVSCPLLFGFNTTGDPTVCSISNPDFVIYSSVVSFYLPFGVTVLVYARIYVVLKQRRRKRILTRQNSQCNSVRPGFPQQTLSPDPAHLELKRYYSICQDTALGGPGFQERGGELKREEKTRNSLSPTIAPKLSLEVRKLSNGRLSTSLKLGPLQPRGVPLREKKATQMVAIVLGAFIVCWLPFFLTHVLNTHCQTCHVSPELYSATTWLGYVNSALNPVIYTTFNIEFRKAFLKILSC
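Cells plated overnight at 1500 cells/well, then exposed to library compounds with dopamine controls for 90 minutes at 37 degrees C. DiscoveRx reagent added for 30–60 minutes at room temperature; luminescence read, quantitative HTS format.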
GLP1R inv ag: qHTS of GLP-1 Receptor Inverse Agonists (Inhibition Mode). Glucagon-like peptide 1 receptor (Homo sapiens), P43220. HEK293 GLP-1R CRE-luciferase, luminescence, 24 h; GLP-1R form is constitutively active. Potency, µM (top dose mostly 38.3 µM), without a hit: at the top dose activity change, negative = inhibition, most hits filed as inhibitors. 410,000 tested, 1.6% active. AID 624417, 2012; note: potency is the fitted concentration of half-maximal effect; % is set by controls: 0 for no effect and ±100 for the full control effect; nearly all actives have a fitted effect of over 55% in size
Target sequence (P43220 whole entry, looked up): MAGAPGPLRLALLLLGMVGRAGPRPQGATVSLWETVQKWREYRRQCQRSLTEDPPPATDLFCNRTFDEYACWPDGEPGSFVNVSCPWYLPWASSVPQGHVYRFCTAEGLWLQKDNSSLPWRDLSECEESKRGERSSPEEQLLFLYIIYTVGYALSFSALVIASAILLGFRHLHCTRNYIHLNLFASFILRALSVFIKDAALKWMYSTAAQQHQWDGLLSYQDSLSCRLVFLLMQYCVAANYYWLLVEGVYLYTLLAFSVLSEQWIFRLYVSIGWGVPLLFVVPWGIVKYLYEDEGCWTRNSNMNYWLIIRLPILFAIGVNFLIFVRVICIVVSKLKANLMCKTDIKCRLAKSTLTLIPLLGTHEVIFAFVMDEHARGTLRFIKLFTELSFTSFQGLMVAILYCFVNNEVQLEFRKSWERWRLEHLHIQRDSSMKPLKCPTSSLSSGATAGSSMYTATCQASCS
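Assay principle: reduced luminescence from a cAMP-responsive reporter in HEK293 cells co-expressing a constitutively active GLP-1R. Conditions: 24 hr compound incubation, 37 deg C, 5% CO2.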
GLP-1R agonist: qHTS of GLP-1 Receptor Agonists; AID 624172, 2012; Glucagon-like peptide 1 receptor (Homo sapiens), P43220; 380,000 tested, 0.007% active; HEK293 GLP-1R CRE-luciferase, luminescence, 4-6 h; cells express a hypersensitive GLP-1R form; Potency, µM (doses to about 45.6 µM), for inactives: top-dose activation, usual class: activators; note: potency is the fitted concentration of half-maximal effect; % of control where 0% means no effect
pAkt inh: HTS Assay for Inhibitors of Akt Phophorylation: Primary Screen; 360,000 tested, 0.32% active; activity change, % for hits at 50 µM; Neuro2A IGF-stimulated pAkt S473 HTRF, 20 min; hits give low values; in the data active = activity change below about -80%; inconclusive = mostly about -51% to -80%; note: % is set by controls: 0 for no effect and ±100 for the full control effect
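Neuro2A cells (4,500/well, DMEM with 0.5% FBS) were treated with compound at a single 50 µM final concentration, stimulated with 6 nM IGF for 20 min at 37 °C, and lysed. Phospho-Akt Ser473 was read by HTRF as 665/615 ratio ×10^4.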
aSyn rescue: qHTS of alpha-syn Inhibitors; Yeast expressing alpha-synuclein, growth rescue, BacTiter-Glo, 24 h; Potency, µM (highest dose often 46.1 µM), for the others: at the top dose growth rescue (activation), hits mostly activators; 370,000 tested, 0.14% active; note: potency is the fitted concentration of half-maximal effect; % of control where 0% means no effect; nearly all actives have a fitted effect of over 65% in size
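Galactose-induced alpha-syn yeast (OD600=0.02, raffinose-pregrown) + pinned cpd, 24 hr, 30 deg C; growth by BacTiter-Glo luminescence. Growth restoration scores as activation.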
PTHR1 ag: qHTS for PTHR1 Agonists: Primary Screen; HEK293 GP2 PTHR1 cells, GloSensor cAMP luminescence, 1 h; AID 743266, 2014; 410,000 tested, 0.075% active; Parathyroid hormone/parathyroid hormone-related peptide receptor (Homo sapiens), Q03431; Potency, µM (series often up to 115 µM), inactives show at the top dose activation, most hits filed as activators; note: potency is the fitted concentration of half-maximal effect; nearly all actives have a fitted effect of over 55% in size; some results filed as inactive show a strong effect at the top dose; inactives centre near -15; many of its hits are not listed in these tables
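HEK-293-derived GP2 cells expressing PTHR1 and a GloSensor cAMP reporter, 3,000/well, plated overnight, given luciferin plus IBMX (each 0.5 mM as added) for 1 h at 37 °C, then compound for 1 h at 37 °C. Luminescence was read after 15 min at room temperature.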
FUS yeast rescue: qHTS for Suppressors of FUS Proteinopathy: Primary screen using FUS-linked yeast assay | 390,000 tested, 0.24% active | AID 1347120, 2019 | S. cerevisiae FUS-expressing, growth rescue, OD600, 24 h | Potency, µM (titrated, usually from 76.6 µM), inactives show top-dose growth rescue (activation), actives largely listed as activators;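 note: potency is the fitted concentration of half-maximal effect; plate controls were DMSO vehicle for no effect and reference control for full effect; nearly all actives have a fitted effect of over 55% in size; some results filed as inactive show a strong effect at the top dose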
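Yeast FUS proteinopathy model; galactose-induced FUS (2%), starting OD 0.005. Cpds in dilution series, 24hr, 30C, 99% humidity. Abs 600 nm growth. Pos ctrl CP55940 (top 92uM final); neg ctrl DMSO.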
* hit, by the source's call; i = inactive; ? = inconclusive; nt = no result given; & = joins results of further samples; [ ] = dose if it differs, or a comment. Unless noted, calls come from the whole dose curve; as a rule, active = well fitted curve in the direction sought with a large enough effect; inconclusive = small, poorly fitted or top-dose-only effect, or another doubt; inactive = no such curve, though single readings can be large; an effect the other way counts as inactive or inconclusive.

SMILES	TDP-43 yeast inh	Abeta rescue	D3 antag	GLP1R inv ag	GLP-1R agonist	pAkt inh	aSyn rescue	PTHR1 ag	FUS yeast rescue
O=C(NCCc1nc2ccccc2[nH]1)c1ccco1	7.7%	-13.6%	15.3	3.1%	-7.9%	i	-8.9%	i	21.2%
Cc1cc(N/N=C/c2ccc(O)c(C)c2O)nc(-c2ccccc2O)n1	10µM*	9.9%	64.4	?	-38.7%[inhibitor]	i	-8.9%	-34.6%[inhibitor]	19.4%
Cc1ccc(C)c(N2CCN(C(=O)C3CCCCN3S(=O)(=O)c3ccc(F)cc3)CC2)c1 (stereo unspecified)	-1.7%	8.5%	16.1	?	-10.2%	i	-2.2%	-28.9%	nt
CCOC(=O)c1cnn(-c2nc(-c3ccccc3)cs2)c1C(F)(F)F	7.5%	-0.4%	-0.4	?	2.6%	i	-13.9%	i	-7.8%
NNC(=S)Nc1ccccc1Cl	6.1%	?	-11.7	-23.6%	-0.5%	i	-6.6%	-8.5%	-13.8%
CC(=O)c1cn(CCOc2ccccc2C)c2ccccc12	?	19.1%	29.0	?	10.2%	i	8.0%	-50.0%[inhibitor]	-13.9%
CC(=O)Nc1cccc(NC(=O)CSc2nnc3ccc(-c4ccncc4)nn23)c1	-5.7%	-2.6%	-12.7	23.0%	-1.4%	i	-6.0%	i	20.7%
CCOC(=O)c1cccc(NC(=O)CCc2nc(-c3ccccc3F)no2)c1	17.2%	10.2%	10.1	-16.2%	1.6%	i	-4.2%	-12.8%	-5.8%
COc1ccc(CN(C)C(=O)CCc2ccc(S(=O)(=O)N3CCCCCC3)cc2)c(OC)c1	27.3%	11.3%	-0.8	?	13.5%	i	9.3%	-33.5%[inhibitor]	?
CCN1C(=O)[C@H]2[C@H]3CN=C(SCc4ccccc4)N3[C@@](C)(C(=O)OC)[C@H]2C1=O	1.9%	3.4%	26.1	1.7%	-3.0%	i	5.2%	-9.7%	-28.1%
Cc1ccc([N+](=O)[O-])c(OCCn2cnc3ccccc32)c1	5.1%[9.22 µM]	-9.2%	-17.5	1.9%	2.2%	i	3.5%	-27.2%	6.8%
NC(=O)c1ccc(NC(=O)COC(=O)CNC(=O)c2sc3ccccc3c2Cl)cc1	-5.9%	-8.6%	7.0	32.3%[activator]	-2.6%	i	0.1%	-10.1%	-16.6%
CS(=O)(=O)N(CC(=O)NCc1ccco1)Cc1ccc(Cl)cc1	-16.9%	-3.7%	0.0	0.0%	2.4%	i	1.5%	-34.7%[inhibitor]	nt
Cc1ccc(/C=N\NC(=O)CCc2n[nH]c(=O)[nH]c2=O)o1	-3.3%	-14.9%	17.7	11.7%	4.2%	i	-0.4%	i	-16.6%
CCOc1ccc(CCNC(=O)COC(=O)Cn2cnc3ccccc3c2=O)cc1OCC	-3.8%[0.397 µM]	2.2%	18.0	44.8%[activator]	18.7%	i	-1.1%	i	13.2%
CCOc1cc(/C=N/Nc2nc(=O)[nH]nc2C)ccc1O	-15.0%	-8.6%	-3.2	2.8%	8.0%	i	-5.9%	i	11.8%
O=C(NC[C@@H]1CC[C@@H](Cc2ccc(-c3ccccc3)cc2)O1)Nc1ccc(Br)cc1	13.9%	8.5%	32.2	1.9%	-5.4%	i	-15.5%	-38.1%[inhibitor]	-17.6%
COc1ccccc1C1CC(c2ccc(NS(C)(=O)=O)cc2)=NN1C(=O)c1ccccc1 (stereo unspecified)	13.9%	6.8%	-24.2	-19.9%	5.3%	i	3.5%	-12.8%	?
CC(C)OCC1CO1 (stereo unspecified)	2.2%	-28.8%	-21.6	-5.8%	-1.8%	i	-1.8%	12.7%	-19.1%
Cc1cc(C)c(S(=O)(=O)c2ccccc2C)c(Cl)n1	2.6%	-0.6%	-15.2	0.0%	-4.5%	i	4.4%	i	12.4%
CCCNC(=O)c1ccc(N2CCC3(CC2)CC(c2cccc(Br)c2)=NO3)c(NC(=O)c2ccccc2)c1	10.3%	0.0%	2.8	-2.9%	10.2%	i	-0.3%	i	19.6%
COC(=O)c1ccc(OCC(=O)NC2CCCCCC2)cc1	?	-17.0%	1.7	?	5.2%	i	4.6%	-0.7%	9.6%
CC1=CC(=C(C#N)C#N)C=C(C)N1Cc1ccccc1	-10.0%	-4.6%	13.3	7.1%	10.7%	i	-3.5%	-2.3%	-1.5%
O=[N+]([O-])c1ccccc1OCCCNCc1ccccc1	-2.1%	-13.5%	-63.3*	-27.3%	-2.0%	i	0.7%	-5.5%	-0.4%
Cc1cc(=O)oc2cc(OCCSc3nnc(-c4ccccc4)o3)ccc12	17.7%	2.3%	23.9	14.5%	-1.0%	i	-0.1%	-16.0%	8.8%

A portion from the list above, for reference:
SMILES	TDP-43 yeast inh	Abeta rescue	D3 antag	GLP1R inv ag	GLP-1R agonist	pAkt inh	aSyn rescue	PTHR1 ag	FUS yeast rescue
Cc1ccc([N+](=O)[O-])c(OCCn2cnc3ccccc32)c1	5.1%[9.22 µM]	-9.2%	-17.5	1.9%	2.2%	i	3.5%	-27.2%	6.8%
NC(=O)c1ccc(NC(=O)COC(=O)CNC(=O)c2sc3ccccc3c2Cl)cc1	-5.9%	-8.6%	7.0	32.3%[activator]	-2.6%	i	0.1%	-10.1%	-16.6%
CS(=O)(=O)N(CC(=O)NCc1ccco1)Cc1ccc(Cl)cc1	-16.9%	-3.7%	0.0	0.0%	2.4%	i	1.5%	-34.7%[inhibitor]	nt
Cc1ccc(/C=N\NC(=O)CCc2n[nH]c(=O)[nH]c2=O)o1	-3.3%	-14.9%	17.7	11.7%	4.2%	i	-0.4%	i	-16.6%

(cont.)
SMILES	TDP-43 yeast inh	Abeta rescue	D3 antag	GLP1R inv ag	GLP-1R agonist	pAkt inh	aSyn rescue	PTHR1 ag	FUS yeast rescue
Cc1ccc(CNS(=O)(=O)c2cc3c(cc2C)NC(=O)CO3)cc1	-4.2%	1.6%&-11.1%	1.7	67.1%&6.4%[activator]	23.3%	i	-3.6%	-30.2%[inhibitor]	-15.9%&-4.7%
CCN1CCN(C(=O)c2cnn(-c3cccc(C)c3)c2C2CCN(C(=O)OC(C)(C)C)CC2)CC1	-14.5%	-8.1%	nt	5.2%	nt	nt	nt	11.6%	7.0%
Cc1cccc2sc(N(CCCN(C)C)C(=O)c3ccc(Cl)s3)nc12	-7.7%&-8.6%	-17.4%&-24.8%	7.0	?	8.6%	i	-2.1%	i	5.9%&-2.4%
COc1ccc(N2CC(C(=O)Nc3ccc(S(=O)(=O)N4CCCC4)cc3)CC2=O)cc1 (stereo unspecified)	-6.7%	5.0%	11.4	5.4%	3.3%	i	5.7%	-24.2%	38.0%
CCN1CCN(C(c2cc3cc4c(cc3[nH]c2=O)OCO4)c2nnnn2C(C)(C)CC)CC1 (stereo unspecified)	-16.7%	-27.5%	-12.7	1.5%	-11.2%	nt	-8.2%	i	26.9%
Cc1ccccc1OCCn1cc(C(=O)c2ccco2)c2ccccc21	11.2%	25.4%	nt	?	nt	nt	nt	-82.8%[inhibitor]	6.9%
O=C(O)CCNS(=O)(=O)c1ccc2c(c1)CCCC2	nt	7.6%	17.2	3.2%	1.6%	i	-0.1%	-0.4%	15.5%
CCN(CC)S(=O)(=O)c1ccc2oc(C(=O)N3CCOCC3)c(C)c2c1	16.3%	-1.2%	7.8	13.3%	?	i	-0.8%	i	-23.1%
CCCCNC(=O)CN1C(=O)COc2ccc(S(=O)(=O)N3CCCC3)cc21	17.6%	-3.7%	nt	2.3%	-3.1%	nt	nt	-22.7%	-35.5%
COCCN(CCOC)C(=O)Nc1ccc(Cl)cc1	-7.0%	-16.9%	-23.8	-7.0%	3.1%	i	-7.0%	-3.4%	-9.4%
Cc1ccc(CNC(=O)c2nnc(Cc3cccc(F)c3)o2)cc1	24.1%	1.3%	nt	3.8%	nt	nt	nt	i	-0.2%
Cc1ccc(CNc2ccc3c(c2)ncn3C(C)(C)C)cc1	0.5%	6.2%	0.3	?	25.8%	i	-0.6%	-40.9%[inhibitor]	13.0%
COc1ccccc1N1CCN(C(=O)c2cc3c(s2)CCC3)CC1	5.4%	-60.5%[inhibitor]	-7.0	?	-5.9%	i	1.7%	-9.3%[57.5 µM]	58.2%
Cc1oc(-c2ccc(C(=O)NCc3ccc(N(C)C)cc3)cc2)nc1COc1ccccc1	7.3%	-13.2%	nt	0.5%	nt	nt	nt	i	31.9%
CCC(=O)N1CCN(c2cc(C)ccc2C)CC1	-3.7%	10.5%	17.6	0.1%	-5.8%	i	-1.6%	-49.4%[inhibitor][57.5 µM]	-11.2%
COc1cc(CN2CCN(c3ccc(C)cc3)CC2)cc([N+](=O)[O-])c1O	-10.0%	-2.8%	-21.3	4.5%	-1.6%	nt	-2.1%	-1.1%[57.5 µM]	37.5%
COc1ccc(/C(C)=N/NC(=O)c2cccc(S(=O)(=O)N3CCCC3)c2)c(O)c1	-26.4%	-9.6%	6.5	-2.0%	9.0%	i	-4.6%	-22.0%	13.6%
CCOc1nc(NC(=O)NS(=O)(=O)Oc2cccc(F)c2)nc(-c2ccccc2)n1	0.0%	-4.2%	nt	45.8%[activator]	-5.0%	nt	9.2%	i	-24.1%
COCCn1c(COc2ccc(OC)cc2)nc2ccccc21	10.4%	26.4%	-9.0	-22.2%	6.4%	i	5.7%	-2.8%	-16.2%

Bioassay records: PubChem BioAssay, National Center for Advancing Translational Sciences (NCATS)

Only part of the results is shown; count on the stated rates, not on these rows.
